From PubChem
E-sel TNF inh – blocks E-selectin expression induced by TNF alpha | HUVEC TNFa-induced E-selectin immunofluorescence, high content | inhibition, % at 2 µM | 120,000 compounds, 0.71% hits | AID 1246;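 active = inhibition above the batch mean plus 3 SD, and confirmed as a hit on visual image review, cut at about 43% in these data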;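 note: 0% = TNF-stimulated DMSO wells and 100% = unstimulated control wells; not every result past the cut was called active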
NPY-Y2 antag – NPY-Y2 (human) receptor antagonism; 140,000 compounds, 0.99% hits; inhibition, % at 2.7 µM; NPY-Y2 expressing cells, antagonist mode; P49146; in the data active = inhibition above about 17%;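 note: 0% = vehicle with agonist challenge and 100% = reference antagonist with challenge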
Target sequence (P49146 whole entry, looked up): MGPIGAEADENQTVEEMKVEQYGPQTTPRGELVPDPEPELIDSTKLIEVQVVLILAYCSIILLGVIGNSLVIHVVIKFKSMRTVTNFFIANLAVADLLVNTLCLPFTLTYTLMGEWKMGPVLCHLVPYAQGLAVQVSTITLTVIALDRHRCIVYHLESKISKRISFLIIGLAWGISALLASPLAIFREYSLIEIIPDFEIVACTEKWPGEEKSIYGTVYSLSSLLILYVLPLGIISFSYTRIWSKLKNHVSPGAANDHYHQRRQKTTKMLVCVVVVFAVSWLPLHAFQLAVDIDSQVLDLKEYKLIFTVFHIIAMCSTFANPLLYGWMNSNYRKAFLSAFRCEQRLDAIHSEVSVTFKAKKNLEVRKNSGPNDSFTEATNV
MRP-1 activ – activates MRP-1 | H69AR cells + doxorubicin, viability rescue, CellTiter-Glo | viability increase, % at 10 µM | 140,000 compounds, 0.61% hits;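 active = viability gain under doxorubicin at or above a set limit, the compound median plus 3 SD, cut at about 4.7% in these data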;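 note: MRP-1 overexpressing cells given doxorubicin 25 µM after compound pretreatment; 18-22 h compound pretreatment then 72 h with doxorubicin before readout; 0% = doxorubicin-only wells and 100% = vehicle-treated cells without doxorubicin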
Phagocytosis inh – macrophage phagocytosis inhibition; J774A.1 macrophage IgG-bead phagocytosis, imaging; inhibition, % at 5 µM; 110,000 compounds, 0.07% hits;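 active = inhibition above the mean of the plate negative controls plus 5 SD, cut at about 13% in these data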;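 note: phagocytic index as fraction of beads internalized from green versus red external bead signal; plate controls were DMSO negative control for no effect and cytochalasin-D positive control for full effect; some results beyond the cut were filed as inactive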
Yeast growth inh – yeast BB579 growth reduction in restrictive medium; S. cerevisiae BB579 growth, OD615, 48 h; inhibition, % at 10 µM; 140,000 compounds, 0.51% hits; AID 804;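 active = inhibition above a set limit, 3 SD over the mean compound inhibition, cut at about 44% in these data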; note: inactives centre near -24
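System: Saccharomyces cerevisiae DeaD strain BB579, replicative lifespan model yeast | Buffer or medium: Restrictive glucose-based CSMM-D medium | Times: 4 h preincubation and 48 h exposure at 30 °C | Detection: OD615 turbidity measurement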
bCat KO growth – beta-catenin-lacking colon tumor cell growth suppression. HCT116 beta-catenin knockout viability, CellTiter-Glo, 60 h; active compounds read low. viability, % at 10 µM. 140,000 compounds, 1.5% hits;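 active = viability at or under a set limit, the compound median less 4 SD, cut at about 6% in these data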;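 note: 0% = Hyamine 1622 control at 20 µM and 100% = untreated cell control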
GALR2 antag – GALR2 (human) receptor antagonism. AID 828. inhibition, % at 4 µM. 140,000 compounds, 0.39% hits. GALR2-expressing cells, antagonist mode; in the data active = inhibition above about 27%;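 note: cells stimulated with galanin 1-16 at roughly its EC80; 0% = agonist challenge control and 100% = basal control without agonist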
Target sequence (O43603 whole entry, looked up): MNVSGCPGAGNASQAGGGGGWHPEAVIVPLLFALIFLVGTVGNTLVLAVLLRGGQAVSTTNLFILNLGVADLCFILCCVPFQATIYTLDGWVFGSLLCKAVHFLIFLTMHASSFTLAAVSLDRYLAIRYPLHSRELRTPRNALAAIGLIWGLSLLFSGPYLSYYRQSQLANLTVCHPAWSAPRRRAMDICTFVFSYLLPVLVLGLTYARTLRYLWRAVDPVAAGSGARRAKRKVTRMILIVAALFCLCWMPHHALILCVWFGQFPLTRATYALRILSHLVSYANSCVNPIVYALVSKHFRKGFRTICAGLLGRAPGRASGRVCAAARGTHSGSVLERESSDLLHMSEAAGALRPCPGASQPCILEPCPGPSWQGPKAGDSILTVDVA
Measles CPE – protection of cells from measles virus; Measles virus-infected cells, CPE protection, absorbance; protection (pct of control), % at 4 µM; 140,000 compounds, 1.5% hits; AID 841; in the data active = protection mostly above about 24%, no sharp cut-off; inactive = mostly below about 26%; note: some compounds called inactive have numbers as strong as hits
PTEN del growth – growth suppressors of cells with PTEN tumor suppressor deletion. HCT116 PTEN-null viability, CellTiter-Glo, 60 h; active compounds read low. viability, % at 10 µM. 140,000 compounds, 1.2% hits;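 active = viability at or below a set limit, 4 SD under the median of all tested compounds, cut at about 3.7% in these data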;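 note: PTEN knockout HCT116 line with beta catenin targeted HCT116 as companion control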
Yeast lifespan up – extends the lifespan of yeast. AID 775. S. cerevisiae growth with nicotinamide, OD615; deaD strain in restrictive glucose medium. 130,000 compounds, 0.68% hits. inhibition of the nicotinamide effect, % at 10 µM;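 active = inhibition above a set limit, placed 3 SD over the median of all compounds, cut at about 26% in these data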;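 note: 0% = nicotinamide-treated wells and 100% = cells grown without nicotinamide; some compounds called inactive have numbers as strong as hits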
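Assay system: engineered S. cerevisiae DeaD replicative-lifespan strain, galactose-grown log-phase cells; medium: restrictive CSMM-D dextrose medium; also added: nicotinamide, 1.5 mM, co-present with compound; schedule: 48 h compound exposure at 30 °C, humidified; detection: absorbance at 615 nm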
* marks the source's active call; other numbers are inactive results; x = not tested or not shown.

SMILES	E-sel TNF inh	NPY-Y2 antag	MRP-1 activ	Phagocytosis inh	Yeast growth inh	bCat KO growth	GALR2 antag	Measles CPE	PTEN del growth	Yeast lifespan up
CCOC(=O)c1c(NC(=O)CN2C(=O)NC3(CCC(CC)CC3)C2=O)sc(C)c1-c1ccc(C)cc1 (configuration not stated)	x	1	-2.0	-11	-21	79	-14	5	78	5
O=C(OCc1cc2ccccc2[nH]c1=O)c1ccccn1	-2	1	-0.1	0	-29	87	-15	12	99	-3
CC(=O)N1CCN(c2ccc(NCc3ccc(F)cc3)cc2)CC1	x	2	-3.1	0	4	88	10	5	89	-10
CC(C(=O)NC1CCCc2ccccc21)N1CCN(Cc2ccc3c(c2)OCO3)CC1 (configuration not stated)	5	8	-1.4	0	-20	94	3	6	90	-7
CC1(NC(=O)N2CCCCC2)CCS(=O)(=O)C1 (configuration not stated)	-2	2	0.1	0	-22	101	12	7	110	-1
COc1ccc(OC)c2c(C)cc(N3CCCN(C)CC3)nc12	1	0	-4.8	-2	0	74	0	5	75	-15
CC1Cc2ccccc2N1C(=O)CSCC(=O)O (configuration not stated)	3	-3	0.1	x	-25	82	-4	2	93	-2
COc1ccc(-n2c(Cc3cccn3C)nnc2SCC(=O)N2CCOCC2)cc1	-9	2	-1.5	0	-23	90	4	5	94	-2
Cc1cc(C)n2nc(SCc3nc4ccccc4[nH]3)nc2n1	x	1	-0.8	1	-10	104	9	23	93	-8
COCc1cc(C(C)=O)ccc1OC	-5	0	0.9	-3	-8	107	-1	22	116	-15
CC1Oc2ccccc2N(CC(=O)c2ccccc2)C1=O (configuration not stated)	5	4	-1.3	-1	-41	91	9	5	102	-4
CCOc1ccccc1-n1c(SCC(=O)NCc2ccco2)nnc1-c1ccncc1	-18	2	-3.5	-2	-8	92	4	3	87	-6
CC(=O)c1c(C)oc2ccc(N(C(=O)C3CCCCC3)S(=O)(=O)c3cc([N+](=O)[O-])ccc3C)cc12	-36	4	0.2	-4	-31	71	-23	17	81	-2
COc1ccc(S(=O)(=O)N(C)CC(=O)N2CCOCC2)cc1Cl	9	5	-0.2	0	9	106	4	5	83	-13
N#CC1=C(N)Oc2n[nH]c(-c3cccs3)c2C1C1CCCCC1 (configuration not stated)	3	11	-2.8	0	-36	92	-9	4	89	-3
Cc1cc(C(=O)O)c(CCCN)s1	6	2	0.2	x	-52	101	12	5	102	-4
O=C(/C=C/c1ccccc1)N1CCN(c2ccc([N+](=O)[O-])c(N3CCOCC3)c2)CC1	26	2	-1.8	x	-24	72	-1	5	80	-8
COc1ccc(Nc2ncc(C(=O)N3CCN(c4ccccc4OC)CC3)c3ccccc23)cc1	12	1	4.0	x	-36	26	8	17	25	-3
COc1ccc(N2CCN(C(=O)c3ccc(C)c(Cl)c3)CC2)cc1	-2	0	-1.1	-2	-13	99	5	21	88	3
CCCSc1nc(=O)n2cccc(C)c2n1	-4	4	0.2	0	23	97	-4	6	97	-14
O=C1/C(=C/c2ccccc2)Oc2cc(OC(=O)N3CCOCC3)ccc21	10	1	-3.3	6	4	80	1	10	80	-6
CC(C)CC[n+]1ccn(C2=C([O-])c3ccccc3C(=O)/C2=N\S(=O)(=O)c2ccccc2)c1	-5	0	-4.9	x	1	2.0*	-12	2	3.4*	-25
Clc1cccc(CSC2=NCCCN2)c1	-29	1	-2.8	x	-25	94	8	6	88	x
Cc1ccccc1-n1c(-c2csc(C)c2C)n[nH]c1=S	x	2	-3.4	-6	-3	86	2	5	95	1
COc1ccc(Cn2c(C)c(C)c(C#N)c2NC(=O)Nc2cccc(C)c2)cc1	19	1	-5.7	-1	-9	62	3	12	60	1

Part of the list above in order of length of the SMILES, ascending.
SMILES	E-sel TNF inh	NPY-Y2 antag	MRP-1 activ	Phagocytosis inh	Yeast growth inh	bCat KO growth	GALR2 antag	Measles CPE	PTEN del growth	Yeast lifespan up
COCc1cc(C(C)=O)ccc1OC	-5	0	0.9	-3	-8	107	-1	22	116	-15
Clc1cccc(CSC2=NCCCN2)c1	-29	1	-2.8	x	-25	94	8	6	88	x
CC1(NC(=O)N2CCCCC2)CCS(=O)(=O)C1 (configuration not stated)	-2	2	0.1	0	-22	101	12	7	110	-1
CC1Oc2ccccc2N(CC(=O)c2ccccc2)C1=O (configuration not stated)	5	4	-1.3	-1	-41	91	9	5	102	-4
Cc1ccccc1-n1c(-c2csc(C)c2C)n[nH]c1=S	x	2	-3.4	-6	-3	86	2	5	95	1
Cc1cc(C)n2nc(SCc3nc4ccccc4[nH]3)nc2n1	x	1	-0.8	1	-10	104	9	23	93	-8
CC(=O)N1CCN(c2ccc(NCc3ccc(F)cc3)cc2)CC1	x	2	-3.1	0	4	88	10	5	89	-10
N#CC1=C(N)Oc2n[nH]c(-c3cccs3)c2C1C1CCCCC1 (configuration not stated)	3	11	-2.8	0	-36	92	-9	4	89	-3
COc1ccc(N2CCN(C(=O)c3ccc(C)c(Cl)c3)CC2)cc1	-2	0	-1.1	-2	-13	99	5	21	88	3
O=C1/C(=C/c2ccccc2)Oc2cc(OC(=O)N3CCOCC3)ccc21	10	1	-3.3	6	4	80	1	10	80	-6
COc1ccc(-n2c(Cc3cccn3C)nnc2SCC(=O)N2CCOCC2)cc1	-9	2	-1.5	0	-23	90	4	5	94	-2
COc1ccc(Cn2c(C)c(C)c(C#N)c2NC(=O)Nc2cccc(C)c2)cc1	19	1	-5.7	-1	-9	62	3	12	60	1
COc1ccc(Nc2ncc(C(=O)N3CCN(c4ccccc4OC)CC3)c3ccccc23)cc1	12	1	4.0	x	-36	26	8	17	25	-3
CC(=O)c1c(C)oc2ccc(N(C(=O)C3CCCCC3)S(=O)(=O)c3cc([N+](=O)[O-])ccc3C)cc12	-36	4	0.2	-4	-31	71	-23	17	81	-2

Further entries
SMILES	E-sel TNF inh	NPY-Y2 antag	MRP-1 activ	Phagocytosis inh	Yeast growth inh	bCat KO growth	GALR2 antag	Measles CPE	PTEN del growth	Yeast lifespan up
Cc1ccccc1OCC(=O)NN1CCN(C)CC1	-12	2	0.4	-8	-3	87	-8	10	86	2
Cc1cc(Cl)ccc1OCCCC(=O)N/N=C/c1cccc([N+](=O)[O-])c1	x	3	-1.1	-7	-32	84	-3	6	79	5
Cc1ccc(-c2n[nH]c(=O)c3ccccc23)cc1S(=O)(=O)NCCN1CCOCC1	21	1	1.8	0	-3	92	0	12	90	-5
COc1ccccc1NC(=O)Nc1ccc2c(c1)OCCO2	-20	-1	-1.1	-2	-31	75	10	7	76	-7
CCN(Cc1ccccc1)S(=O)(=O)c1ccc(S(=O)(=O)N2CCN(CCC#N)CC2)cc1	-23	5	-3.4	0	-44	89	2	8	94	-6
O=C(OC1CSc2nc3ccccc3n2C1)c1ccco1 (configuration not stated)	1	4	-1.8	-1	-34	83	12	18	93	10
COc1ccc(NC(=O)CCOc2ccccc2)cc1	-19	0	-1.3	-5	-22	91	-6	4	96	-28
CCOC(=O)Nc1sc(C)nc1-c1ccccc1	-4	4	-0.6	-1	25	99	-6	15	93	-15
O=C(CN1C(=O)c2ccccc2C1=O)Nc1nc(-c2cccc([N+](=O)[O-])c2)cs1	-4	3	2.6	-2	-12	88	0	3	94	19
CC(=O)Nc1cc(NC(C)=O)c(CC(C)C)s1	x	4	-0.5	-3	-64	105	13	5	106	0
c1ccc(-n2ncc3c(NCC4CCCO4)ncnc32)cc1 (configuration not stated)	-28	3	-0.9	x	-12	64	17	2	82	-15
CSCCC(NC(=O)C12CC3CC(CC(C3)C1)C2)C(=O)OCC(=O)c1ccc(C)cc1 (configuration not stated)	x	1	-0.1	-18	-52	101	9	7	99	9
O=C(COC(=O)C1=COCCO1)Nc1ccc2c(c1)OCO2	0	3	-1.1	1	-13	79	-8	6	85	-8
CN(CC(=O)Nc1ccc(Cl)cc1)C(=O)c1cccc(S(=O)(=O)N(C)C)c1	-14	0	3.0	-10	-45	87	6	3	88	-3
Cc1ccc(S(=O)(=O)Nc2ccc(-c3nc4cc(NS(=O)(=O)c5ccc(C)cc5)ccc4o3)cc2)cc1	35	-6	-2.3	1	-27	28	11	7	21	-12
CCNC(=S)N(CCc1c(C)[nH]c2ccc(C)cc12)Cc1cc(OC)c(OC)c(OC)c1	1	2	-2.7	x	1	74	4	8	60	-2
CCCCOC(=O)Nc1sc2c(c1C(=O)OC)CCC2	8	4	-2.3	-1	-45	91	0	11	94	x
Cc1nnc(NC(=O)CC(NC(=O)C(F)(F)F)c2ccccc2)s1 (configuration not stated)	x	0	3.5	-3	-20	93	-7	6	98	-4
CSc1ccc(CN(C)CC(=O)Nc2ccc(C)cc2Br)cc1	x	10	-2.0	-6	-9	71	6	9	76	-2
CCOC(=O)N1CCC(NC(=O)c2ccc3snnc3c2)CC1	13	4	-2.4	-1	5	87	7	8	94	-6
O=C(O)C1CC=CCC1C(=O)N1CCc2ccccc21 (configuration not stated)	-15	2	-1.2	x	-57	96	8	4	100	x
O=[N+]([O-])c1ccccc1S(=O)(=O)Oc1ccccc1/C=N/n1cnnc1	-21	5	-4.9	x	-42	76	20	8	79	5
CCCOc1ccccc1C1NC(=O)NC(C)=C1C(=O)OCCOC (configuration not stated)	17	2	-2.6	-2	-12	94	-15	22	100	-1
Cc1ccc(Cl)c2c1NC(=O)C2(O)CC(=O)c1ccc(F)cc1 (configuration not stated)	48	1	-1.7	-5	-6	92	12	5	96	-4
CCCCOc1ccc(NC(=O)[C@@H]2CCCN2C(=O)C2CCN(S(=O)(=O)c3ccc(C)cc3)CC2)cc1	-4	0	-3.8	-3	-72	19	0	13	24	2
CCOCCCn1c(-c2ccc(Cl)cc2)n[nH]c1=S	9	3	-4.2	-2	-7	105	-22	10	95	-11
O=C(NC(=S)N1CCCc2ccccc21)c1ccc(Cl)cc1	-20	7	-5.2	-2	-25	83	4	23	78	0
O=C(O)/C=C\C(=O)Nc1ccccc1C(=O)NCc1ccccc1	-17	1	1.4	x	-41	61	-4	3	83	x
CC(=O)c1ccc(OCC(O)CN2CC(C)OC(C)C2)cc1 (configuration not stated)	-23	2	-0.7	-1	-15	90	3	1	105	2
CCCCCCCC(=O)N/N=C/c1ccc([N+](=O)[O-])o1	20	4	-1.6	-9	8	88	-2	12	91	-2
